High-throughput results as filed in PubChem BioAssay.
S1P2 blocker – S1P2 (human) receptor antagonism; cell-based S1P2 antagonist assay, inhibition at 5 uM; AID 736; inhibition, % at 5 µM; O95136; 97,000 tested, 0.21% active; in the data active = inhibition above about 45%;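 note: CRE beta-lactamase reporter cells expressing human S1P2 stimulated with S1P; 0% = agonist at EC80 alone and 100% = agonist plus reference antagonist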
Target sequence (O95136 whole entry, looked up): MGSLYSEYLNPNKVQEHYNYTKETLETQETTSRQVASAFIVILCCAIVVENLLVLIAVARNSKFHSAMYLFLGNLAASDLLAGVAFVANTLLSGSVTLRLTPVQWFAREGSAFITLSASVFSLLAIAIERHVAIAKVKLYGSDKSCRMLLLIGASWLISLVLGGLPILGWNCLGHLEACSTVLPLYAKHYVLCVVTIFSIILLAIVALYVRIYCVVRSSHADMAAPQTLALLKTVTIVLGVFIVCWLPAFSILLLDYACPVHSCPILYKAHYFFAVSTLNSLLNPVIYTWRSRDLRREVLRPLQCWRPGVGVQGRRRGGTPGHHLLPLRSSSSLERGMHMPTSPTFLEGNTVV
S1P2 ag – agonists of human S1P2 receptor; S1P2-expressing cell line, agonist reporter read-out; activation, % at 4.5 µM; 97,000 tested, 0.46% active; AID 729; O95136; in the data active = activation above about 16%;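 note: 0% = vehicle low control and 100% = maximal reference agonist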
DAT uptake mod – changed human dopamine transporter uptake under cocaine IC80 | LLC-PK1 hDAT cells, [14C]-dopamine uptake with cocaine IC80; actives deviate in either direction | B-score at 10 µM | 110,000 tested, 1.3% active;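 active = Z score or B-score, a plate-position-corrected score, falls beyond the plate's 99.7% confidence bounds, in either direction; inactive = both scores lie inside the 99.7% bounds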;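 note: scored against the spread of the other compound wells on the same plate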
Target sequence (Q01959 whole entry, looked up): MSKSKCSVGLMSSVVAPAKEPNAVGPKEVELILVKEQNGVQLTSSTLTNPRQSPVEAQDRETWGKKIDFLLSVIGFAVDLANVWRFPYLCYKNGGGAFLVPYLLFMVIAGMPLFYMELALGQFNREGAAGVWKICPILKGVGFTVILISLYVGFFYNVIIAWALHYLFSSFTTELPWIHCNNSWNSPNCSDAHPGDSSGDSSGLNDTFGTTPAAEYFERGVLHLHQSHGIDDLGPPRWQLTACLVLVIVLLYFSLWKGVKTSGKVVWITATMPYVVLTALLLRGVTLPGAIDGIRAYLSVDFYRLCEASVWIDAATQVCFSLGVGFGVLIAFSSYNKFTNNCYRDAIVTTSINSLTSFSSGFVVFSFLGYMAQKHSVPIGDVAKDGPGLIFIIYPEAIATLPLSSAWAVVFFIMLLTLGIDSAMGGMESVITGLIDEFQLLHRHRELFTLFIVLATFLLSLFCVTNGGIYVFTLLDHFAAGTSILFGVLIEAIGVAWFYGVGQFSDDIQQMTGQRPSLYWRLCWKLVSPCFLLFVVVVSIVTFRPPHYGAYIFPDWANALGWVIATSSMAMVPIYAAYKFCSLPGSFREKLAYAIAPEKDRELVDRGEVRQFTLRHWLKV
PostGolgi yeast – growth inhibition of a yeast mutant, post-Golgi transport screen | post-Golgi transport phenotypic cell assay | inhibition, % at 10 µM | 98,000 tested, 0.9% active;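 note: yeast cells grown in 1536-well plates; yeast grown about 18 h at 30C before absorbance read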
PostGolgi ctrl – inhibits growth of the yeast control strain | efflux-deficient yeast background strain, growth absorbance A615, 16 h | inhibition, % at 10 µM | 98,000 tested, 5% active | AID 738
Active calls of the source: *; · = not tested or not shown. Cut-off read from the data, not from the text of the source, unless noted: active = inhibition above about 30%; inactive = the rest. A portion of the library; the hit share may differ from the screen's.

Values run as follows: S1P2 blocker	S1P2 ag	DAT uptake mod	PostGolgi yeast	PostGolgi ctrl
CC(=O)O[C@@H]1[C@@]2(C)O[C@H]2CC[C@]23O[C@H]2[C@H](OC3=O)C2=C(C)C(=O)O[C@@]21O
 : ·	·	0.619	·	·
COC(=O)CCCC1=CC2=CC(=O)C(C)(OC(=O)c3cccs3)C(=O)C2=CN1c1ccccc1 (stereo unspecified)
 : ·	·	-0.929	·	·
C=C1CC2C(=O)N(Cc3cc(OC)ccc3OC)C(C(=O)OCC)(C(=O)OCC)C1N2C(=O)OC(C)(C)C (stereo unspecified)
 : ·	·	0.356	·	·
CC(=O)C[C@H]1c2cc(C(F)(F)F)ccc2S(=O)(=O)N1c1ccc(N(C)C)cc1
 : ·	·	0.981	·	·
C/C=C\C(=O)Nc1cccc(C2=NOC3(C2)C[C@@H](C(N)=O)N(C(=O)CC(c2ccccc2)c2ccccc2)C3)c1 (stereo partly specified)
 : ·	·	0.801	·	·
CC(=O)n1cc([C@H]2C=C(C(=O)N3CCN(Cc4ccc5c(c4)OCO5)CC3)O[C@@H](OCc3ccc(CO)cc3)C2)c2ccccc21
 : ·	·	0.583	·	·
Cc1nc(-c2ccc(Cl)cc2)sc1C1(C)CC(c2ccc(C#N)cc2)=NO1 (stereo unspecified)
 : ·	·	0.147	·	·
COc1ccc(-c2c(-c3ccsc3)oc3ccc(N4CCOCC4)cc23)cn1
 : ·	·	-0.0837	·	·
C#Cc1ccc([C@H]2C=C(C(=O)O)O[C@@H](OCc3ccc(CO)cc3)C2)cc1
 : ·	·	1.1	·	·
CCOC(=O)C1=C(C)N(CCCC(=O)O)C(=O)NC1c1ccc(C(F)(F)F)cc1 (stereo unspecified)
 : ·	·	-0.63	·	·
CC(C)[C@@H]1NC(=O)c2cc([N+](=O)[O-])cc(I)c2NCCC[C@@H](C(=O)NC(CC(=O)O)C(N)=O)NC(=O)[C@H](CO)NC1=O (stereo partly specified)
 : ·	·	-0.454	·	·
O=[N+]([O-])c1ccc(O)c2ncccc12
 : ·	·	-0.352	·	·
C[C@@]1([C@@H](NC(=O)c2cccs2)c2ccc(-c3ccccc3)cc2)C[C@H]1C1CCCCC1
 : ·	·	0.0486	·	·
c1ccc2c3c([nH]c2c1)C1(CCCCC1)NCC3
 : ·	·	-1.06	·	·
C=CCn1c(SCC(=C)C)nc2c1c(=O)[nH]c(=O)n2C
 : ·	·	-0.695	·	·

2 of these compounds in another layout.
| structure | S1P2 blocker | S1P2 ag | DAT uptake mod | PostGolgi yeast | PostGolgi ctrl |
| --- | --- | --- | --- | --- | --- |
| c1ccc2c3c([nH]c2c1)C1(CCCCC1)NCC3 | · | · | -1.06 | · | · |
| C=CCn1c(SCC(=C)C)nc2c1c(=O)[nH]c(=O)n2C | · | · | -0.695 | · | · |

More entries follow:
Values run as follows: S1P2 blocker	S1P2 ag	DAT uptake mod	PostGolgi yeast	PostGolgi ctrl
Cc1ccc(-c2nc(SCC(=O)NCC3CCCO3)c(-c3ccc(Cl)cc3)[nH]2)cc1 (stereo unspecified)
 : ·	·	-1.03	·	·
Cc1cccc(COCC(Cc2ccccc2)N2CCN(C(=O)c3ccc(Cl)c(Cl)c3)CCC2=O)c1 (stereo unspecified)
 : ·	·	1.85	·	·
CCCCCCN(C(=O)CCCCCN1C(=O)NC(c2ccc(C3CCCCC3)cc2)C(C(=O)OCc2ccccc2)=C1C)C(C(=O)NCCCC)c1ccc(OCC(=O)OC)c(C(=O)OC)c1 (stereo unspecified)
 : ·	·	0.484	·	·
NC1=NC[C@@H](Cc2ccc(O)cc2)N1CC1CCCCC1
 : ·	·	0.203	·	·
COC(=O)CCC(=O)OC1(C)C(=O)C2=CN(Cc3ccco3)C(c3ccc(OC)cc3)=CC2=C(Br)C1=O (stereo unspecified)
 : ·	·	2.17	·	·
C=C1C(O)C[C@H]2C(=C)CCC3[C@H](OC(=O)[C@]3(O)CO)[C@@H]12 (stereo partly specified)
 : ·	·	-0.0295	·	·
CCO[C@@H]1OC(C(=O)N2CCN(Cc3ccc4c(c3)OCO4)CC2)=C[C@H](c2csc3ccccc23)[C@H]1CCCO
 : ·	·	0.895	·	·
COC(=O)C1=C(C(=O)OC)[C@@H]2N(C)c3ccccc3[C@@]23C[C@@H](C(=O)OC)N(C(=O)c2cc(C)oc2C)C3=N1
 : ·	·	0.603	·	·
COc1cc2c3c([nH]c2cc1F)C(=O)NCC3
 : ·	·	0.0363	·	·
C[C@H]1C=C(C(=O)O)O[C@@H](OCc2ccc(CO)cc2)C1
 : ·	·	-1.17	·	·
C/C(=C\C(=O)OCCCCCCCCC(=O)O)C[C@@H]1OC[C@H](C[C@@H]2O[C@H]2[C@@H](C)[C@H](C)O)[C@@H](O)[C@H]1O
 : ·	·	-0.465	·	·
COc1ccc(CCNC(=O)CN2CCOc3ccccc32)cc1OC
 : ·	·	-0.0401	·	·
CCO[C@H]1OC(C(=O)NCc2ccccc2)=C[C@@H](c2ccc3c(c2)OCO3)[C@@H]1CCCO
 : ·	·	1.9	·	·
CC1(OC(=O)c2cnc3ccccc3n2)C(=O)C=C2C=C(c3ccc(C#N)cc3)OC=C2C1=O (stereo unspecified)
 : ·	·	-1.28	·	·
COc1ccc(C(=O)/C=C/c2ccc(OC)cc2OC)c(O)c1
 : ·	·	0.658	·	·

Further structures follow.
Values run as follows: S1P2 blocker	S1P2 ag	DAT uptake mod	PostGolgi yeast	PostGolgi ctrl
CC(C)C[C@H](NC(=O)c1[nH]cnc1C(=O)N[C@@H](C)c1ccccc1)C(=O)OC(C)(C)C
 : ·	·	-0.0807	·	·
CN1CCc2c(C#N)c(N3CCCCC3)nc(N3CCOCC3)c2C1
 : 18.8	-5.5	0.412	·	·
COC(=O)c1c(NC(=O)c2ccccc2N(C)S(=O)(=O)c2ccccc2)sc2c1CCCC2
 : -2.8	-1.3	0.489	·	·
CCOc1ccc(CC(=O)NNC(=S)NC2CCCCC2)cc1OCC
 : 13.4	-4.9	1.46	·	·
CCCCOc1cccc(C(=O)NNC(=S)NC2CCCCC2)c1
 : 6.1	-6.3	1.07	·	·
Cc1cccc(OCCSc2nc3c([nH]2)c(=N)ncn3Cc2ccccc2)c1
 : 6.3	-4.9	0.00117	·	·
CCOc1ccc(NC(=O)CC2C(=O)N(C)C(=S)N2Cc2ccc3c(c2)OCO3)cc1 (stereo unspecified)
 : 11.8	-8.0	1.24	·	·
CN(C)CCNC(=O)Nc1cccc(Cl)c1Cl
 : 19.9	-3.8	-0.511	·	·
CCNC(=O)NC(=O)C(C)OC(=O)c1cccnc1SC (stereo unspecified)
 : 13.5	-1.6	-0.00331	·	·
CC(=O)c1ccc(NC(=O)c2cn(-c3ccccc3)nc2-c2ccncc2)cc1
 : 13.5	-4.5	-0.927	·	·
CC(C)(C)SCCNC(=O)CSc1ccccc1
 : 2.9	-2.0	0.0685	·	·
COc1ccc(OC)c(NC(=O)c2cc3n(n2)C(C(F)(F)F)CC(c2ccc4c(c2)OCO4)N3)c1 (stereo unspecified)
 : 14.1	-6.9	0.935	·	·
CNC(=S)N(Cc1ccc(OC)cc1)C1CC(=O)N(c2ccc(OC)cc2)C1=O (stereo unspecified)
 : 8.6	-5.6	0.0958	·	·
Cc1cccc(OCCCn2c(CCNC(=O)C(C)C)nc3ccccc32)c1
 : 13.3	-4.3	0.463	·	·
c1ccc(OCCSc2ncnc3nc[nH]c23)cc1
 : 12.7	-2.9	0.178	·	·

Structural class: those above with two or more sulfur atoms.
Values run as follows: S1P2 blocker	S1P2 ag	DAT uptake mod	PostGolgi yeast	PostGolgi ctrl
COC(=O)c1c(NC(=O)c2ccccc2N(C)S(=O)(=O)c2ccccc2)sc2c1CCCC2
 : -2.8	-1.3	0.489	·	·
CC(C)(C)SCCNC(=O)CSc1ccccc1
 : 2.9	-2.0	0.0685	·	·

(more compounds)
Values run as follows: S1P2 blocker	S1P2 ag	DAT uptake mod	PostGolgi yeast	PostGolgi ctrl
Cc1cc(OCC(=O)NCCCN2CCOCC2)cc(C)c1Cl
 : 3.3	-5.1	0.316	·	·
Clc1ccc(Cl)c2sc(N3CCOCC3)nc12
 : 7.4	-5.5	0.128	·	·
COc1ccc(NC(=S)Nc2cc(C)ccn2)c(OC)c1
 : 13.2	-7.8	0.454	·	·
CC1=Nc2ccc(C)c3nc(C)cc(c23)N1c1ccc(C)cc1
 : 9.5	-2.8	0.326	·	·
N/C(=N\OC(=O)COc1ccccc1Cl)c1ccc(Cl)cc1
 : 9.4	-0.4	-0.268	·	·
O=C(COC(=O)c1ccc(Br)o1)NCc1ccco1
 : 12.7	-5.8	-1.68	·	·
COc1ccc(C(=O)Nc2ccccc2N2CCOCC2)cc1Br
 : -5.2	-7.2	-0.176	·	·
Cc1ccccc1NC(=O)CCN1CCCCCC1
 : 7.6	-6.4	-1.05	·	·
CCOC(=O)c1ccc(Oc2nc(OC)nc(N(C)C)n2)cc1
 : ·	·	0.926	4.2	15.4
COc1ccccc1-c1noc(CCC(=O)Nc2cccc(C(F)(F)F)c2)n1
 : ·	·	0.0209	-2.1	12.1
CCC1CCCCN1C(=O)c1cc(-c2ccc(Cl)c(Cl)c2)on1 (stereo unspecified)
 : ·	·	0.997	-2.7	28.2
O=C(Nc1cc(C(F)(F)F)ccc1Cl)C1CCN(c2nnc(-n3cccc3)s2)CC1
 : ·	·	-0.0585	6.0	39.3*
c1ccc2c(c1)nc(NCC1CCCO1)c1nnnn12 (stereo unspecified)
 : ·	·	0.0177	5.2	15.2
COc1ccc2cnn(-c3ccccc3C)c(=O)c2c1OC
 : ·	·	-0.159	2.9	-0.5
Cc1ccc2oc(=O)c3cnn(CC(=O)N(CCCN4CCOCC4)Cc4ccco4)c3c2c1
 : ·	·	0.245	7.1	-2.4

(continued)
Values run as follows: S1P2 blocker	S1P2 ag	DAT uptake mod	PostGolgi yeast	PostGolgi ctrl
Cc1cccc(N(C)c2cc(C)nc3nc(C)nn23)c1
 : ·	·	-0.559	5.5	1.1
O=C1C(=O)N(CCN2CCOCC2)C(c2ccccn2)/C1=C(/O)c1ccc(Cl)cc1 (stereo unspecified)
 : ·	·	-0.0246	4.4	-3.9
CCOc1cccc(-c2nnc3n2N=C(c2cc(OC)ccc2OC)CS3)c1
 : ·	·	0.686	-1.1	58.3*
C=CCNC(=O)CN1C2CCCC1CC(NC(=O)c1ccccc1C)C2 (stereo unspecified)
 : ·	·	-0.287	-3.9	10.3
CCOC(=O)c1ccc2nc(NC(=O)C(C)C)sc2c1
 : ·	·	0.551	1.4	0.6
COc1ccc(S(=O)(=O)n2nc(-c3cc(OC)c(OC)c(OC)c3)cc2N)cc1OC
 : ·	·	-0.343	6.0	4.7
Cc1cc(NCc2ccc3c(c2)OCO3)n2nc(C)nc2n1
 : ·	·	-0.0235	-1.1	-6.6
CCN(CC)S(=O)(=O)c1ccc(-c2nnco2)cc1
 : ·	·	-0.653	-6.0	-1.2
N#CC1=C(N)C(C#N)(C#N)[C@H](c2ccncc2)[C@H]2CN(C(=O)OCc3ccccc3)CC=C12
 : ·	·	2.8*	4.7	9.7
Cc1cc2cc(CNS(=O)(=O)N(C)C)ccc2[nH]1
 : ·	·	-0.539	5.1	7.4
CCOC(=O)CCCCNCc1ccccc1
 : ·	·	-0.743	-1.6	-7.8
COc1ccc(/C(O)=C2/C(=O)C(=O)N(CCCN(C)C)C2c2ccccc2)cc1OC (stereo unspecified)
 : ·	·	-0.587	4.1	19.2
Cc1csc2nc(CNS(=O)(=O)c3ccc(-c4ccccc4)cc3)cn12
 : ·	·	-0.516	10.0	10.4
COc1ccc(C(=O)NCc2nnc(SC)n2C2CCCCC2)cc1
 : ·	·	-0.773	2.1	3.4
CC(C(=O)N1CCCCC1)n1ncn2cccc2c1=O (stereo unspecified)
 : ·	·	0.225	-1.3	5.6

Next part:
Values run as follows: S1P2 blocker	S1P2 ag	DAT uptake mod	PostGolgi yeast	PostGolgi ctrl
C=CCNC(=O)c1cnc2n(c1=O)CCS2
 : ·	·	0.959	3.2	-0.6
CCN(CC)Cc1c[nH]c2c(C(=O)OC)cccc12
 : ·	·	-0.29	-1.8	10.6
O=C(Cc1cc(=O)[nH]c(=O)[nH]1)N1CCN(C(=O)c2ccco2)CC1
 : ·	·	-0.741	-8.6	-0.9
COc1ccccc1C1NC(=O)NC(C)=C1C(=O)OC1CCCCC1 (stereo unspecified)
 : ·	·	0.676	6.8	11.0
CCOC(=O)N1CCN(CC(=O)Nc2cc(OCC)ccc2OCC)CC1
 : ·	·	0.915	-1.1	12.1
COc1ccc(C(=O)Nc2cc(=O)n(C)c(=O)n2C)cc1OC
 : ·	·	-0.795	0.8	7.5
Cc1cccc(-n2ncc3c(NC4CCCCC4)ncnc32)c1
 : ·	·	0.929	-3.5	11.9

Records listed above printed as active in PostGolgi ctrl:
mol | S1P2 blocker | S1P2 ag | DAT uptake mod | PostGolgi ctrl
O=C(Nc1cc(C(F)(F)F)ccc1Cl)C1CCN(c2nnc(-n3cccc3)s2)CC1 | · | · | -0.0585 | 39.3*
CCOc1cccc(-c2nnc3n2N=C(c2cc(OC)ccc2OC)CS3)c1 | · | · | 0.686 | 58.3*

2 entries from above, tab-delimited:
SMILES	S1P2 blocker	S1P2 ag	DAT uptake mod	PostGolgi yeast	PostGolgi ctrl
C=CCNC(=O)c1cnc2n(c1=O)CCS2	·	·	0.959	3.2	-0.6
CCN(CC)Cc1c[nH]c2c(C(=O)OC)cccc12	·	·	-0.29	-1.8	10.6
